Screening data (PubChem BioAssay)
DENV2 CPE – inhibitors of DENV2 cytopathic effect; DENV2-infected cells, cytopathic effect rescue, plate reader; CPE inhibition, % at 9.99 µM; 350,000 tested, 1.7% active; AID 651640; in the data active = CPE inhibition above about 20%, passing the limit was not always enough; inconclusive = no clear call, values can overlap the other calls; tested in BHK-21 cells;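 also: 0% = median of neutral control wells and 100% = median of positive control wells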
EWS-Fli inh – EWS/Fli transcriptional activity inhibition. A673 NR0B1-luciferase reporter, viability-normalised. inhibition, % at 12.6 µM. 350,000 tested, 0.67% active. AID 651661;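 active = mean inhibition of at least 50% after viability correction, with every replicate also passing that limit; inconclusive = mean reaches 50% but only one of two replicates passes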;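 also: firefly luciferase signal divided by Alamar Blue viability fluorescence both relative to DMSO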
ERp5 inh – blocks human ERp5 reductase activity on insulin; 350,000 tested, 0.05% active; ERp5 insulin aggregation, absorbance 650 nm, 90 min; inhibition, % at 9.99 µM; AID 651711; Q15084;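 active = mean replicate inhibition above about 25%, with every replicate also reaching it, limit read from the data, passing the limit was not always enough; inconclusive = only one of those two criteria met; inactive = neither criterion met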
Target sequence (Q15084 whole entry, looked up): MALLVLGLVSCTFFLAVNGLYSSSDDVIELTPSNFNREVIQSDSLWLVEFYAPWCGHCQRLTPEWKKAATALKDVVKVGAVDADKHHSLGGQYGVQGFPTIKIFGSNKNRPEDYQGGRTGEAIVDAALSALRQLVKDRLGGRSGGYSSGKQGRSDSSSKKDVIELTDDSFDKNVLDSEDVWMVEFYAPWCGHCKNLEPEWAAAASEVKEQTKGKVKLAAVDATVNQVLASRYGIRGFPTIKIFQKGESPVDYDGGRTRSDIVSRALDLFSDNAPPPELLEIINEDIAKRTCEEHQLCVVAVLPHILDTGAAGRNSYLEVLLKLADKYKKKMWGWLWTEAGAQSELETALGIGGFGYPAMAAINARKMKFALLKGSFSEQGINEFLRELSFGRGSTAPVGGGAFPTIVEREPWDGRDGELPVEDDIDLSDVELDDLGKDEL
F508del corr – CFTR F508del correction in bronchial cells; CFBE cells, YFP halide quenching; stimulated with forskolin plus potentiator P3; % fluorescence drop versus neutral controls; activity (quench increase), % at 7.58 µM; 350,000 tested, 0.36% active;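 active = mean added fluorescence quench of at least 8% versus neutral control, with both replicates also reaching 8%; inconclusive = only one of the mean or replicate conditions met; inactive = mean below 8% and not both replicates reaching 8%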;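 also: cells transiently co-express mutant CFTR-F508del with the halide-sensitive YFP; corrector assay measuring rescue of mutant channel to the surface after 24 h compound exposure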
XiGFP reactiv – X-chromosome reactivation activator. XiGFP mouse fibroblasts, % GFP-positive cells imaging, 3 d; cells co-treated with 5-aza-dC sensitizer; scaled so ellipticine positive control = 100%. 360,000 tested, 0.055% active. activation, % at 7.58 µM;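 active = mean normalized replicate activation at least 10% and every replicate at or above 10%; inconclusive = only one of the two criteria met; inactive = mean below 10% and not all replicates reach 10%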;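 also: 0% = median of on-plate neutral control wells and 100% = ellipticine 6 µM median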
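Schedule: 3 d treatment, 15 min room-temperature fixation; system: 68-5-11 XiGFP fibroblast line; buffer or medium: DMEM plus 5-aza-dC sensitizer; control set: ellipticine 6 µM positive control; compound: one concentration, pinned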
GSIS activator – primary screen for activators of insulin secretion dependent on glucose, INS-1E cells, GLuc reporter luminescence. INS-1E GLuc reporter insulin secretion, 2-3 h. activation, % at 16.6 µM. 370,000 tested, 0.61% active. AID 743287;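 active = lowest replicate activation of at least 40%, so every replicate reaches that level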;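 also: 0% = median of neutral control wells and 100% = median of IBMX positive control wells; some compounds called inactive have numbers as strong as hits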
ARNT TACC3 PPI – disruptors of human ARNT/TACC3 interaction. 390,000 tested, 0.66% active. inhibition, % at 9.99 µM. AlphaScreen His-ARNT PAS-B/GST-TACC3 binding, luminescence; TACC3 fragment carries E629A point mutation. Q9Y6A5;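 active = mean inhibition of replicates at least 50% and at least half of replicates each reaching 50%; inconclusive = half or more replicates reach 50% but mean below 50%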;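 also: 0% = complete ARNT plus TACC3 wells and 100% = ARNT alone without TACC3; many hits fall short of the cut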
PAX8 inh HTS – lowers PAX8-driven luciferase in RMG-I cells; RMG-I TPO-luciferase reporter, SteadyGlo, 24 h; 360,000 tested, 1.2% active; inhibition, % at 12.6 µM;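 active = mean replicate inhibition at least 60% with every replicate also reaching 60%; inconclusive = only one of the two criteria is met; inactive = mean below 60% and not all replicates reaching 60%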;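 also: luciferase light reporting Pax8 driven TPO promoter activity; plate controls were median of neutral control wells for no effect and mitoxantrone controls for full effect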
Starred values were filed as active, the others as inactive; ? = inconclusive; nt = not tested or not shown; & = joins results of further samples; ! = repeats disagree.

Structure,EWS-Fli inh,ERp5 inh,ARNT TACC3 PPI,DENV2 CPE,PAX8 inh HTS,GSIS activator,XiGFP reactiv,F508del corr
Cc1ccc(Cn2cnc3ccccc32)cc1,5,0,5,8,nt,3,nt,1.3
COc1ccc(C2Nc3ccccc3C(=O)N2NS(=O)(=O)c2ccc(C)cc2)cc1 (configuration not stated),7,-9,-1,nt,30,-7,0.2,-2.0
COc1cc(Cn2c3ccc(NC(=O)CC(C)c4ccccc4)cc3c(=O)n2C)ccc1F (configuration not stated),11,1,nt,3,25,nt,0.0,3.5
C[C@H](CO)N1C[C@H](C)[C@@H](CN(C)C(=O)Nc2ccc(F)cc2)Oc2ccc(NC(=O)C3CC3)cc2CC1=O,-3,2,0,-2,nt,-8,0.0,1.2
Cc1cc(C)n2c(SCC(O)=C(C#N)c3nc4ccccc4[nH]3)nnc2n1,-6,4,15,2,7,nt,0.0,1.7
O=C(NNCc1ccccc1)c1ccccn1,-49,2,17,-7,-119,nt,0.0,2.0
CCOc1ccc(CCNC(=O)COC(=O)c2ccc(S(=O)(=O)N3CCCC3)cc2)cc1OCC,2,-3,-7,-16,-18,25,0.0,0.9
CN(C)C(=S)Nc1ccc(Cl)cc1,-1,-5,2,2,1,nt,0.0,-2.8
CCC(=O)Nc1ccc2c(c1)C(=O)N(C)C[C@H](OC)[C@@H](C)CN(Cc1nccs1)[C@H](C)CO2,-9,nt,nt,nt,nt,6,0.2,-1.0
CCOc1cc(NC(=S)NCCCOC)c(OCC)cc1NC(=O)c1ccco1,nt,nt,-8,nt,-2,13,-0.1,nt
COC(=O)c1ccc(NC(=O)c2c(C(=O)Nc3ccccc3)sc3nc(C)cc(=O)n23)cc1,-3,-2,-9,?,-2,nt,0.3,3.0
O=C(Oc1ccccc1C(=O)Oc1ccccc1)c1ccco1,5,-5,-1,nt,nt,21,nt,-0.9
O=C(NCc1ccccc1OC(F)(F)F)C1CCC(=O)N(Cc2cccc(F)c2)C1 (configuration not stated),7,13,-10,?,10,-15,0.0,-0.7
CC(C)c1cc(-c2cc(-c3ccc(Cl)cc3)on2)nc(NC2CCCC2)n1,-3,-2,-6,6,-1,3,0.0,0.9
COC(=O)C1=C(C)N(Cc2cccc(C(F)(F)F)c2)C(=NCc2cc(OC)c(OC)c(OC)c2)NC1c1ccccc1 (configuration not stated),9,5,nt,-9,7,3,0.0,-1.3
CC1CCC(NC(=O)CNC(=O)Cc2cccc3ccccc23)CC1 (configuration not stated),-12,-2,5,-2,4,39,0.0,2.9
CCOC(=O)[C@]12CCC=C1N(Cc1cccc3ccccc13)C(=O)[C@H](CC(=O)NCc1cccc3ccccc13)C2,3,0,nt,11,12,3,0.0,-1.4
CCNC(=O)[C@H]1[C@H](CO)[C@H]2Cn3c(ccc(/C=C/c4ccccc4)c3=O)[C@H]2N1C(=O)C1CC1,10,12,-7,?,-9,-13,0.3,-0.6
CO[C@@H]1CN(C)C(=O)c2ccc(NC(=O)Nc3ccc(Cl)cc3)cc2OC[C@@H](C)N(C(=O)Nc2c(C)noc2C)C[C@H]1C,-6,2,2,-7,3,-23,0.1,1.0
O=C(Nc1ccc(F)cc1)N1CCCCN2[C@@H](CO)[C@@H](c3ccc(-c4cccc(F)c4)cc3)[C@@H]2C1,72*,-2,11,-23,106*,-9,0.3,-2.9
Cc1sc2nc(SCC(=O)Nc3ccc(Cl)c(C(=O)O)c3)[nH]c(=O)c2c1C,-22,-5,3,3,-80,0,0.0,-4.4
CN1C(=O)C(O)(CC(=O)c2cccs2)c2ccccc21 (configuration not stated),33,0,nt,-6,12,-6,0.1,-1.3
CCCCCC(=O)Nc1cccc(C2=NOC3(C2)C[C@H](C(N)=O)N(C(=O)[C@H]2CCC(=O)N2)C3)c1 (some centres not stated),3,2,2,-10,-23,-3,0.8,-0.8
COc1ccc(C(=O)N2C[C@@H]3[C@H](c4ccccc42)[C@@H](CO)N3C(=O)NC(C)C)cc1,-2,-4,1,-5,-4,9,0.1,-3.0
COc1ccc(NC(=O)N(C)C[C@H]2OCCCC[C@H](C)Oc3ccc(NS(=O)(=O)c4cn(C)cn4)cc3C(=O)N([C@H](C)CO)C[C@@H]2C)cc1,-2&-16,-16&15,6,25*!,-4&-11,-1&9,0.1&0.1,6.0&-0.7
CC(C)(C)c1ccc(/C=N/OCC(=O)NCc2ccccc2)cc1,-1,1,1,10,4,-24,0.0,0.3
CO[C@@H]1CN(C)C(=O)c2cc(NC(=O)Nc3ccccc3F)ccc2OC[C@@H](C)N(Cc2ccccc2C(=O)O)C[C@H]1C,1,1,-1,0,10,10,0.2,1.7
Nc1n[nH]c2cccc(Cl)c12,14,-1,0,3,3,-1,0.1,-0.3
Oc1oc(C=Nc2ccc(F)cc2F)c2ccccc12,-6,8,-2,-3,12,-2,0.2,0.8
OC(Cc1ccncc1)(c1ccccc1)c1ccccc1,12,-3,-3,17,-14,9,-0.1,0.6

Three compounds already listed, ordered by number of heavy atoms, ascending.
Structure,EWS-Fli inh,ERp5 inh,ARNT TACC3 PPI,DENV2 CPE,PAX8 inh HTS,GSIS activator,XiGFP reactiv,F508del corr
O=C(Oc1ccccc1C(=O)Oc1ccccc1)c1ccco1,5,-5,-1,nt,nt,21,nt,-0.9
CC(C)c1cc(-c2cc(-c3ccc(Cl)cc3)on2)nc(NC2CCCC2)n1,-3,-2,-6,6,-1,3,0.0,0.9
CCOc1cc(NC(=S)NCCCOC)c(OCC)cc1NC(=O)c1ccco1,nt,nt,-8,nt,-2,13,-0.1,nt

Later entries
Structure,EWS-Fli inh,ERp5 inh,ARNT TACC3 PPI,DENV2 CPE,PAX8 inh HTS,GSIS activator,XiGFP reactiv,F508del corr
O=C(COC(=O)c1cc(F)cc(F)c1)Nc1cccnc1Cl,9,-11,7,11,-9,3,0.0,nt
CC(CC(=O)Nc1ccc(S(=O)(=O)N2CCOCC2)cc1)c1ccccc1 (configuration not stated),11,2,-7,nt,5,-27,-0.1,-0.6
Cc1ccc(NC(=O)CC2S/C(=N/N=C/c3ccco3)NC2=O)cc1Cl (configuration not stated),-3,3,nt,-4,-4,-4,0.0,1.5
C[C@@H]1CCCCO[C@@H](CN(C)Cc2ccc3c(c2)OCO3)[C@H](C)CN([C@H](C)CO)C(=O)c2cc(NC(=O)NC3CCCCC3)ccc2O1,43,1,-3,?,-3,-20,1.1,2.5
CCCNC(=S)NCc1ccc(Cl)cc1,nt,nt,-22,nt,-6,13,-0.1,nt
c1ccc(OCCN2CCN(Cc3nc(-c4ccc5c(c4)OCO5)no3)CC2)cc1,nt,nt,-1,nt,-12,-17,0.2,nt
NCCSC1CC(=O)N(c2ccc(Cl)c(Cl)c2)C1=O (configuration not stated),-25,3,0,8,-35,-13,0.2,1.7
CSCCC(NS(=O)(=O)c1ccccc1F)C(=O)NC(C)c1ccccc1 (configuration not stated),-1,3,1,7,9,19,0.1,-2.2
O=C(O)CCC(=O)NCc1cn(-c2ccccc2)nc1-c1cccc(Br)c1,6,-5,1,6,-15,-2,0.3,1.1
Cc1ccc(S(=O)(=O)NNC(=O)c2ccoc2C)cc1,-2,-1,-1,-1,-7,12,0.3,-2.7
CC(C)NC(=O)N(C)C[C@@H]1Oc2ncc(C3=CCCCC3)cc2C(=O)N([C@@H](C)CO)C[C@@H]1C,7,4,nt,5,4,1,-1.0,-0.9
C[C@H]1CN([C@@H](C)CO)C(=O)c2cccc(NC(=O)C3CC3)c2O[C@@H]1CN(C)Cc1ccncc1,-7,-8,-3,?,-9,13,0.1,-0.8
CCC(=O)N1CC2(C1)CN(Cc1cccc(F)c1)[C@H](CO)c1c2c2ccc(OC)cc2n1C,0,8,nt,2,6,-2,0.0,0.3
Cc1cc(C)nc(Sc2nc(Nc3ccccc3)nc(Sc3nc(C)cc(C)n3)n2)n1,nt,nt,8,nt,61*,0,0.1,nt
CCOc1ccc(OCC)c(NC(=O)C2CCCN(S(=O)(=O)c3cnc[nH]3)C2)c1 (configuration not stated),-3,-2,-9,-12,-28,10,0.0,0.6
O=C(NCCc1ccccc1)C1CCCN(S(=O)(=O)c2cccs2)C1 (configuration not stated),9,0,1,?,-1,nt,-0.1,1.9
COc1ccc(CCNC(=O)c2ccc3c(=O)n4c(nc3c2)CCC4)cc1OC,4,-1,-1,-2,4,10,-0.1,-0.1
C[C@H](CO)N1C[C@H](C)[C@H](CN(C)S(=O)(=O)c2ccc(F)cc2)Oc2c(NS(=O)(=O)c3ccccc3)cccc2C1=O,-18,nt,1,-7,-5,-14,0.0,1.4
COc1cccc(N(CC(=O)N/N=C(\C)c2cccs2)S(C)(=O)=O)c1,nt,nt,-11,nt,10,-3,-0.1,nt
CCCCCC1C(C(=O)OCC)C(=O)NC1(C(=O)OCC)C(=O)OCC (configuration not stated),0,-5,-7,-1,1,nt,-0.2,0.2
C[C@@H]1CCCCO[C@H](CN(C)C(=O)Nc2ccc(F)cc2)[C@H](C)CN([C@H](C)CO)C(=O)c2cc(NC(=O)CCC(F)(F)F)ccc2O1,1,1,0,-1,-14,-29,0.2,1.9
Cc1ncc([N+](=O)[O-])n1Cc1ccccc1,-2,-1,1,50*,1,nt,0.2,6.0
COCC(=O)Nc1ccc2c(c1)C(=O)N(C)[C@H]1CC[C@H](CC(=O)NCCc3ccccc3)O[C@H]1CO2,0,-2,12,-3,-7,19,0.0,3.2
Cc1cc(N/N=C/c2ccccc2Br)nc2ccccc12,-42,-2,-1,nt,-79,26,0.0,nt
C[C@H]1CN([C@@H](C)CO)C(=O)c2cc(C#CC3(O)CCCC3)cnc2O[C@@H]1CN(C)Cc1ccccn1,-5,-2,-2,0,-22,27,-1.8,1.4
c1ccc(CNc2cccnc2)cc1,-10,7,nt,14,2,-1,0.0,0.6
O=C(C1=C(O)C(=O)N(CCOCCO)C1c1cccc([N+](=O)[O-])c1)c1cccs1 (configuration not stated),9,-1,nt,0,-1,-2,0.0,1.0
CNC(=O)Nc1ccccc1C(=O)Nc1ccccc1,14,-1,-4,15,11,-10,0.0,1.7
C/C=C/c1ccc2c(c1)O[C@@H](CN(C)Cc1ccc(C(=O)O)cc1)[C@@H](C)CN([C@@H](C)CO)S2(=O)=O,2,-1,5,?,0,5,-0.3,1.1

DENV2 CPE: hit marks shown above.
SMILES	ERp5 inh	ARNT TACC3 PPI	DENV2 CPE	GSIS activator	F508del corr
COc1ccc(NC(=O)N(C)C[C@H]2OCCCC[C@H](C)Oc3ccc(NS(=O)(=O)c4cn(C)cn4)cc3C(=O)N([C@H](C)CO)C[C@@H]2C)cc1	-16&15	6	25*!	-1&9	6.0&-0.7
Cc1ncc([N+](=O)[O-])n1Cc1ccccc1	-1	1	50*	nt	6.0

Arranged by value in GSIS activator (high to low): 3 from the list above.
molecule | GSIS activator
CCOc1ccc(OCC)c(NC(=O)C2CCCN(S(=O)(=O)c3cnc[nH]3)C2)c1 (configuration not stated) | 10
O=C(COC(=O)c1cc(F)cc(F)c1)Nc1cccnc1Cl | 3
C[C@@H]1CCCCO[C@H](CN(C)C(=O)Nc2ccc(F)cc2)[C@H](C)CN([C@H](C)CO)C(=O)c2cc(NC(=O)CCC(F)(F)F)ccc2O1 | -29
